High-throughput results (PubChem BioAssay)
NCI-60 one-dose screen, 48 h, at 10 µM unless noted. Numbers give growth in % (100 = growth as untreated, 0 = no growth, -100 = all killed).
A549/ATCC: A549/ATCC NSCLC; hit rate 3.7% among 81,000
UACC-257: UACC-257 melanoma; hit rate 4.4% among 78,000; AID 1794764
HOP-92: HOP-92 NSCLC cells. hit rate 6.3% among 71,000. AID 1794738
EKVX: EKVX NSCLC; hit rate 3% among 71,000
M14: M14 melanoma; hit rate 6.2% among 80,000
SK-MEL-28: SK-MEL-28 melanoma; AID 1794761; hit rate 4.1% among 81,000
UACC-62: UACC-62 melanoma | hit rate 5.4% among 81,000
SK-MEL-5: SK-MEL-5 melanoma | hit rate 6.4% among 80,000 | AID 1794755
* marks the source's active call; other numbers are inactive results; nt = not tested or not shown; & = joins results of further samples; ! = repeats disagree; [ ] = another dose, or the depositor's remark. The calls were made as follows: active = growth percent below 10; inactive = the rest.

SMILES	A549/ATCC	UACC-257	HOP-92	EKVX	M14	SK-MEL-28	UACC-62	SK-MEL-5
Cc1c(CN(C)C)cc(C(C)C)cc1C(C)C	101	108	129	106	108	107	106	104
CC(C)=NO	94	104	95	108	111	nt	104	115
FC(F)(F)c1cccc(N=Nc2cccc(C(F)(F)F)c2)c1	103	111	91	93	nt	102	71	87
CCCC(N)(C(=O)O)C1CCCC1 (stereo not drawn)	92	88	81	nt	100	93	106	103
CC(=O)N[C@H](Cc1ccccc1)C(=O)N[C@H](CS)C(=O)N[C@@H](CCCCN)C(=O)N[C@@H](C)C(=O)N[C@H](Cc1ccccc1)C(=O)N[C@H](CCCNC(=N)N)C(=O)N[C@H](CCCNC(=N)N)C(=O)N[C@H](CCCNC(=N)N)C(=O)N[C@H](CCCNC(=N)N)C(=O)N[C@H](CCCNC(=N)N)C(=O)N[C@H](CCCNC(=N)N)C(=O)N[C@H](CCCNC(=N)N)C(=O)N[C@H](CCCNC(=N)N)C(N)=O	108	112	84	109	102	113	105	102
Cn1cc(C2=C(c3c[nH]c4ccccc34)C(=O)N(O)C2=O)c2cc(Br)ccc21	104	110	83	93	101	111	83	97
CC(C)C[C@H](NC(=O)CNC(=O)C[C@H]1O[C@@H]2OC3(C)CC[C@H]4[C@H](C)CC[C@@H]([C@H]1C)[C@@]24O3)B(O)O	28	-52*	-19*	27	-46*	-34*	-81*	-88*
Cc1nc2ccccc2nc1CC(O)(c1ccccc1)c1ccccc1	87	101	77	nt	106	107	99	97
O=CNc1cc(Cl)cc(Cl)c1	102	97	106	97	103	103	96	102
CCc1c(C)cc(Cl)c2c1C(=O)N(c1ccccc1)C2C(=O)Nc1ccccc1 (stereo not drawn)	98	95	91	101	100	111	89	99
CCOC(=O)c1ccccc1NC1=C(Cl)C(=O)c2nc(C)ccc2C1=O	107	99	118	95	109	107	95	100
CCCC(=O)Oc1ccc(C(C)C)cc1	100	99	104	101	100	102	106	106
Cc1c(-c2ccccc2)n[nH]c1-c1[nH]nc(-c2ccccc2)c1C	105	111	97	78	102	99	88	92
COC(=O)c1ccc(NC(=O)Cn2c(=S)n(-c3ccccc3)c(=O)c3ccccc32)cc1	89	88	106	104	103	109	95	96
O=c1c2c3c(sc2nc(SCc2ccccc2)n1-c1ccccc1)CCCCC3	99	102	106	100	102	111	103	101
Cc1[nH]n(C(N)=S)c(=O)c1N=Nc1ccc(S(=O)(=O)Nc2ccncn2)cc1	101	117	16	120	106	99	101	95
C=CC1=C(C)C2=NC1=CC1=NC(=CC3=C(C)C4=C(O)CC(=C5NC(=C2)[C@@H](C)[C@@H]5CCC(=O)NCCCCCCNC(=O)CCCCCCCCCC2=C(C)C(=O)C(OC)=C(OC)C2=O)C4=N3)C(CC)=C1C	109	109	77	94	93	97	86	92
O=C1Nc2cc(-c3ccncc3)ccc2/C1=C/c1ccc[nH]1	101	114	104	47	92	70	111	78
CC(=O)O[C@@H](C)[C@@H]1O[C@@H]2CC(=O)O[C@@H]2[C@H]1O	100	112	126	98	100	102	nt	107
COc1ccc(NC(=O)/C=C/c2ccc(NC(=O)N3CCCC3)cc2)cn1	100	103	103	93	103	nt	101	100
CNC(=O)c1cc(Oc2ccc3nc(NC(=O)Nc4ccc(Cl)cc4)sc3c2)ccn1	44	nt	63	54	63	nt	nt	73
CCC(c1cccc(Br)c1)C(C(=O)O)c1ccc(OC)cc1 (stereo not drawn)	102	nt	94	100	86	96	83	95
Cc1ccc(-n2c(Sc3nc(-c4ccccc4)c(C#N)c(=O)[nH]3)cn3c4c(=O)n(C)c(=O)n(C)c4nc23)cc1	88	109	84	84	91	100	62	60
C/C=C(\C)C(C(=O)NC1CCCCC1)N(C(=O)C1CCc2cc(F)ccc2O1)c1cccc(C(F)(F)F)c1 (stereo not drawn)	90	99	92	90	95	nt	97	96
C[C@H](C(=O)O)c1ccc2c3cc(Cl)ccc3n(CC(=O)Nc3cccc(Cl)c3)c2c1	96	102	80	90	94	98	83	90

Quoted from the listing:
Cc1c(CN(C)C)cc(C(C)C)cc1C(C)C in SK-MEL-28: 107
C[C@H](C(=O)O)c1ccc2c3cc(Cl)ccc3n(CC(=O)Nc3cccc(Cl)c3)c2c1 in HOP-92: 80

Next entries follow:
SMILES	A549/ATCC	UACC-257	HOP-92	EKVX	M14	SK-MEL-28	UACC-62	SK-MEL-5
O=c1[nH]cc(F)c(=O)[nH]1	-12*	23&73	49&87	82&74	29&64	62	48&52	-28*!
COc1ccc(-c2cc(-c3ccc(Cl)cc3)nc(SCCCC(=O)NO)n2)cc1OC	8.3*	16	-0.3*	-14*	-40*	21	-60*	-56*
O=C(c1ccc(Cl)cc1)C(O)c1ccc(Cl)cc1 (stereo not drawn)	98	103	93	90	nt	107	88	97
COc1cc(C2CC(c3ccc(Cl)cc3)=NN2c2ccccc2)cc(OC)c1OC (stereo not drawn)	84	84	nt	nt	99	100	90	nt
CNC(=O)c1cc(N2CCc3c2ccc(NC(=O)c2cccc(C(F)(F)F)c2)c3F)ccn1	98	104	67	105	102	102	83	87
Nc1ncnc2c1cnn2Cc1ccccc1	69	81	88	90	92	112	93	93
Cc1cc(C)c(C(=O)c2ccc([N+](=O)[O-])cc2)c(C)c1	94	95	152	113	114	104	83	87
CCOC(=O)C1CN(Cc2ccccc2)CCC1=O (stereo not drawn)	93	86	96	106	98	126	107	112
CNCCOc1nc2c3cnccc3cc(-c3cc(OC)c(OC)c(OC)c3)c2c2ccncc12	-8.6*	-43*	-21*	-46*	-68*	-72*	-62*	-98*
N#Cc1ccc2c(c1)CN(c1ncc(Cc3cccc(-n4cccn4)c3)s1)CC2	69	51	46	56	69	96	51	24
NC(=O)Cc1ccccn1	75	76	101	104	108	109	89	103
COc1c(N2CC3CCCN(C(C)=O)C3C2)c(F)cc2c(=O)c(C(=O)N[C@H]3C(OC(C)=O)[C@@H](OC(C)=O)C(COC(C)=O)O[C@H]3OC(C)=O)cn(C3CC3)c12 (stereo partly drawn)	108	106	111	107	113	113	93	100
COc1ccc(C(=O)c2sc3sc(C(=O)c4ccc(OC)cc4)c(N)c3c2N)cc1	99	107	102	nt	106	99	103	95
COc1ccc(O)c(/C=C2\SCc3cc4cc(OC)ccc4[o+]c32)c1	104	100	116	101	105	106	90	100
CCOC(=O)c1c(NC(=O)c2ccc(C(C)C)cc2)sc2c(CN(C)C)c(O)ccc12	77	67	70	97	-64*	-15*	54	81
CC(C)CCCN(CCCC(C)C)CC(O)c1cc2c(c3ccccc13)CCCC2 (stereo not drawn)	74	91	79	67	91	90	61	80
CCOC(=O)[C@@H](C)C[C@H](Cc1ccccc1)NC(=O)c1csc([C@@H](C[C@H](C(C)C)N(C)C(=O)[C@@H](NC(=O)[C@H]2C[C@H](O[Si](C)(C)C(C)(C)C)CCN2C)C(C)C)OC(C)=O)n1	7.9*[9.25 µM]	21[9.25 µM]	-9.5*[9.25 µM]	24[9.25 µM]	-42*[9.25 µM]	24[9.25 µM]	4.1*[9.25 µM]	-14*[9.25 µM]
OCC1OC(O)C(O)C(O)C1O (stereo not drawn)	108	114	86	114	101	nt	117	110
O=C1NC(=S)S/C1=C\c1ccc(Cl)c(Cl)c1	85	100	60	81	86	85	82	83
Cc1cc(C)n(-c2nc3ccccc3n3c(C)nnc23)n1	105	96	69	nt	96	113	99	102
CN(C)c1nc(N)c(N=O)c(N)n1	109	nt	102	111	111	114	103	110
O=S(=O)(NCCCNc1cc(-c2c(-c3cccc(O)c3)nc3sccn23)ccn1)c1cccc2ccccc12	59	61	97	50	45	67	39	37
COc1ccc(-c2nc3sc(C4CC4)nn3c2/C=C2/C(=O)Nc3ccc(OC)cc32)cc1	75	55	nt	nt	64	25	44	53
CCN1C(=O)N(CC)C2Nn3c(s/c(=C\c4ccccn4)c3=O)=NC21 (stereo not drawn)	100	95	84	90	98	98	96	96
CCN(CC)CCC(=O)Nc1ccc(Cn2nnc3c2C(=O)c2nnn(Cc4ccc(NC(=O)CCN(CC)CC)cc4)c2C3=O)cc1	-58*	-56*	-44*	nt	-16*	-61*	-80*	-97*

Going on with the list:
SMILES	A549/ATCC	UACC-257	HOP-92	EKVX	M14	SK-MEL-28	UACC-62	SK-MEL-5
O=C1NC(=O)C(=Cc2ccc(OCC(=O)N3CCCCC3)cc2)C(=O)N1	104	103	102	97	105	112	107	101
O=C(/C=C\C=C\c1ccccc1)c1ccc([N+](=O)[O-])cc1	98	95	98	nt	104	100	85	100
CC1(C)CC[C@]2(C(=O)N3CCNCC3)CC[C@]3(C)C(=CC[C@@H]4[C@@]5(C)CC[C@H](O)C(C)(C)[C@@H]5CC[C@]43C)[C@@H]2C1	107	107	103	99	116	108	111	103
COc1ccc2c(c1)O/C(=C\c1ccc(O)cc1O)C2=O	97	102	100	102	96	104	93	100
CCOc1cc(-c2nccc3cc(OC)c(OC)cc23)cc(OCC)c1OCC	97	92	44	81	80	97	82	81
Cc1cc(C)c(O)c(CNC2CCCCC2)c1	92	89	91	105	101	108	105	106
O=C(CCCCCSc1nc(-c2ccccc2)cc(-c2ccccc2)n1)NO	97	78	85	90	90	98	63	74
O=S(=O)(Nc1cccc(O)c1)c1ccccc1	101	95	90	nt	106	104	102	100
O=C(O)c1cc2cc([N+](=O)[O-])ccc2oc1=O	94	95	81	97	104	110	96	107
Cc1ccc(S(=O)(=O)Oc2ccc(-c3cn4ccoc4n3)cc2)cc1	98	106	97	99	106	101	91	96
COc1cc(OC)cc(-c2nn(CC(=O)N3CCOCC3)c3ncnc(N)c23)c1	107	107	105	100	102	110	96	103
Cn1cc2c(c1-c1ccccc1)CCc1cnc(N)nc1-2	110	106	nt	95	90	104	87	145
CCCCOc1nc2ccc(C)cc2cc1/C=C/C(=O)/C=C/c1ccc2c(c1)OCO2	78	73	81	102	52	109	76	78
COc1cc(-c2cc(=O)c3ccccc3n2C)cc(OC)c1OC	83	81	104	106	104	114	92	99
CCCCNc1ncnc2[nH]ncc12	118	268	114	104	84	111	102	105
CCNC(=S)NC1CCCCCCCCCCC1	nt	nt	nt	nt	91	100	88	75
COc1ccc2[nH]c(O)c(N=NC(=O)c3ccc4nc(-c5ccc(Cl)cc5)[nH]c4c3)c2c1	113	100	73	90	59	37	70	96
COc1cc(CN(c2ccccc2)C2OC(=O)c3ccccc32)cc(OC)c1OC (stereo not drawn)	75	76	91	106	98	110	93	104

Of the compounds above, these contain a Cl atom:
SMILES	A549/ATCC	UACC-257	HOP-92	EKVX	M14	SK-MEL-28	UACC-62	SK-MEL-5
O=CNc1cc(Cl)cc(Cl)c1	102	97	106	97	103	103	96	102
CCc1c(C)cc(Cl)c2c1C(=O)N(c1ccccc1)C2C(=O)Nc1ccccc1 (stereo not drawn)	98	95	91	101	100	111	89	99
CCOC(=O)c1ccccc1NC1=C(Cl)C(=O)c2nc(C)ccc2C1=O	107	99	118	95	109	107	95	100
CNC(=O)c1cc(Oc2ccc3nc(NC(=O)Nc4ccc(Cl)cc4)sc3c2)ccn1	44	nt	63	54	63	nt	nt	73
C[C@H](C(=O)O)c1ccc2c3cc(Cl)ccc3n(CC(=O)Nc3cccc(Cl)c3)c2c1	96	102	80	90	94	98	83	90
COc1ccc(-c2cc(-c3ccc(Cl)cc3)nc(SCCCC(=O)NO)n2)cc1OC	8.3*	16	-0.3*	-14*	-40*	21	-60*	-56*
O=C(c1ccc(Cl)cc1)C(O)c1ccc(Cl)cc1 (stereo not drawn)	98	103	93	90	nt	107	88	97
COc1cc(C2CC(c3ccc(Cl)cc3)=NN2c2ccccc2)cc(OC)c1OC (stereo not drawn)	84	84	nt	nt	99	100	90	nt
O=C1NC(=S)S/C1=C\c1ccc(Cl)c(Cl)c1	85	100	60	81	86	85	82	83
COc1ccc2[nH]c(O)c(N=NC(=O)c3ccc4nc(-c5ccc(Cl)cc5)[nH]c4c3)c2c1	113	100	73	90	59	37	70	96
